Diaphorase act = diaphorase activation or chemical reduction counter-screen; Diaphorase/resazurin coupled assay, resorufin fluorescence, 16 min; stronger effect = higher value; 1 = vehicle wells, 0 = NADH-free wells; activation factor at 20 µM; 0.005% of 190,000 active; AID 1229;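 active = diaphorase activity raised at least twofold by the compound at 20 µM; inactive = activation factor below 2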
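test system = bacterial diaphorase enzyme (C. kluyveri) | quantity = enzyme 0.07 U/mL final | reagent = NADH substrate 0.114 mM plus resazurin dye 0.1 mM, final | incubation = 16 min enzyme reaction, ambient temperature | buffer or medium = HEPES pH 7.4 buffer with MgCl2 and Tween 20 | signal = fluorescence of resorufin, 544 nm excitation, 590 nm emission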
APP transl inh = APP translation inhibition; SH-SY5Y APP 5'UTR-luciferase reporter, luminescence; inhibition, % at 2 µM; 0.82% of 190,000 active; AID 1285;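 active = inhibition above a set limit, derived from the sample mean plus 3 SD, cut at about 45% in these data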; also: values of inactives mirror those of a sister screen read the other way
Hsp70 activator = Hsp70 transcriptional activation, primary screen. HeLa Hsp70 promoter luciferase reporter, luminescence; scaled: vehicle 0, proteasome-inhibitor control 100%. activation, % at 10 µM. 0.04% of 200,000 active;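 active = activation above the mean across all tested compounds plus 3 SD, cutoff set per campaign, cut at about 5.5% in these data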;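 also: 100% = MG132 at 30 µM as the positive control and 0% = DMSO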
STAT1 inh = reduces IFN-gamma driven STAT1 reporter signal; NIH 3T3 STAT1-luciferase reporter, luminescence; inhibition, % at 5.5 µM; 0.35% of 200,000 active; AID 920;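 active = inhibition above a set limit, the mean inhibition across all tested compounds plus 3 SD, cut at about 34% in these data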;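 also: 0% = IFN-gamma with DMSO and 100% = IFN-gamma with 300 µM nifuroxazide; values of inactives mirror those of a sister screen read the other way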
STAT3 inh = inhibitors of IL-6 induced STAT3 signaling. inhibition, % at 5.5 µM. 0.89% of 190,000 active. U3A cells, IL-6 STAT3-luciferase reporter, luminescence; host cell line lacks STAT1. AID 862;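 active = inhibition above the mean inhibition across all screened compounds plus 3 SD, cut at about 44% in these data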;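 also: 0% = DMSO only wells and 100% = 100 µM nifuroxazide control wells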
STAT3 activator = increases IL-6 driven STAT3 reporter signal | U3A cells, IL-6 STAT3-luciferase reporter, luminescence; 100% = signal with IL-6 EC80 alone | AID 871 | activation (% of control), % at 5.6 µM | 0.91% of 190,000 active;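 active = activation above the screen-wide mean of compound activation plus 3 SD, cut at about 130% in these data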;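 also: 0% = background luminescence of wells with medium and substrate only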
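system = STAT3-luciferase reporter U3A cells | reagent = IL-6 stimulus at 33 ng/mL final | timing = 1 h compound pre-exposure, 6 h IL-6 stimulation, 37 °C | measured by = luminescence | evaluation = % activation versus median of IL-6-stimulated wells | control set = IL-6-only wells as 100% reference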
G6PDH counter = L. mesenteroides G6PDH inhibition counter-screen | Purified L. mesenteroides G6PDH, diaphorase/resazurin coupled fluorescence, 45 min | inhibition, % at 5 µM | 0.12% of 200,000 active | AID 1020; in the data active = inhibition above about 50%
STAT1 activator = increases IFN-gamma driven STAT1 reporter signal | 2.6% of 200,000 active | NIH 3T3 STAT1-luciferase reporter, luminescence; 100% = IFN-gamma alone, no compound | activation (% of control), % at 5.5 µM;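 active = activation above the screen-wide mean activation plus 3 SD, cut at about 130% in these data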;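 also: raw ratio to IFN-gamma control signal so 100% means no change and 0% no light; values of inactives mirror those of a sister screen read the other way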
TLR4 MyD88 comp = TLR4-MyD88 interaction inhibition in cells | O00206+Q99836 | HeLa CL3-4 TLR4/MyD88 BLA complementation, FRET ratio | inhibition, % at 8.4 µM | 0.18% of 200,000 active | AID 861; in the data active = inhibition above about 25%;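 also: 0% = vehicle and 100% = reference inhibitor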
Target sequence (O00206 whole entry, looked up): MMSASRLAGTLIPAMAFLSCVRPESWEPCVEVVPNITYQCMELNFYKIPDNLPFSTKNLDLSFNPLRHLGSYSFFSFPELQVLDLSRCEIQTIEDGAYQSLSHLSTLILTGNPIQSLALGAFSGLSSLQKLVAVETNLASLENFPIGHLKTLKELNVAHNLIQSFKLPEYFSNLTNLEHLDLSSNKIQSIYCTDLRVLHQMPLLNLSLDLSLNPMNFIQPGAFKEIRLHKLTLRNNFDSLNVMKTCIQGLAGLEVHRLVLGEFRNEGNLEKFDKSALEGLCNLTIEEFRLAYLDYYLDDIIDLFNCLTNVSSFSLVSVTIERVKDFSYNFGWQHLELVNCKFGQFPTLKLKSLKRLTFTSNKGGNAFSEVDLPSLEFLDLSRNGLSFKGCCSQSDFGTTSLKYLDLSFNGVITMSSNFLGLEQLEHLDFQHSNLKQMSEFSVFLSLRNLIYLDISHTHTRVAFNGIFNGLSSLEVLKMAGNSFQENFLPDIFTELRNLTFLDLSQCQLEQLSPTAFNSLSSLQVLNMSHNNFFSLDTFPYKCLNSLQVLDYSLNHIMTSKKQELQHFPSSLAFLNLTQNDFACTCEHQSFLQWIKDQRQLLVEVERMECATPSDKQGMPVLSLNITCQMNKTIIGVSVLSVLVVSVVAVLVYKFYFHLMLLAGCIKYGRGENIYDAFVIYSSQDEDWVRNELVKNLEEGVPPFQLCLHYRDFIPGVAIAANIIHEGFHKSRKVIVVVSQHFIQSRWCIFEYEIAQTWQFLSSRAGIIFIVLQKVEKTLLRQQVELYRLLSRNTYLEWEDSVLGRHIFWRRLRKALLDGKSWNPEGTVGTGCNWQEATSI
Target sequence (Q99836 whole entry, looked up): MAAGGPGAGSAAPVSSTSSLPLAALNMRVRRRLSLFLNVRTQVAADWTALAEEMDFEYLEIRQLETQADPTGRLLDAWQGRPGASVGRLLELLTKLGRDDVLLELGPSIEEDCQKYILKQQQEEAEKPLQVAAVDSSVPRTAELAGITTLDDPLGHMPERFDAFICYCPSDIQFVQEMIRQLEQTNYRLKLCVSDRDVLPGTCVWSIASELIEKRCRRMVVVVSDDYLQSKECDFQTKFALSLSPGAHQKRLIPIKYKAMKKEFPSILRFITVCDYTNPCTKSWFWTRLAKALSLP
Diaph inh CS = inhibits diaphorase or chemically oxidizes, flagging diaphorase assay artifacts | diaphorase resazurin-to-resorufin fluorescence, NADH, 16 min; bacterial (C. kluyveri) enzyme, not human | inhibition, % at 20 µM | 0.69% of 190,000 active | AID 1217;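 active = primary screen inhibition at 20 µM above a set limit, cut at about 50% in these data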;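 also: plate controls were DMSO with full reaction for no effect and wells lacking NADH for full effect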
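Assay system: diaphorase enzyme from Clostridium kluyveri. Quantity: enzyme working solution with 0.14 U/mL diaphorase. Schedule: reaction incubation of 16 min at room temperature. Technique: resorufin fluorescence, excitation 544 nm, emission 590 nm. Controls: No-NADH positive control and DMSO neutral control.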
* = called active by the depositor; . = not tested or not shown.

nr	compound	Diaphorase act	APP transl inh	Hsp70 activator	STAT1 inh	STAT3 inh	STAT3 activator	G6PDH counter	STAT1 activator	TLR4 MyD88 comp	Diaph inh CS
1	COc1ccc(C(C)=O)cc1COC(=O)c1ccc2ccccc2n1	0.8	5.3	-0.2	-4.6	2.3	102.2	-3.8	104.2	3.5	15.0
2	Cc1c(C(=O)c2ccccc2)c2ccccn2c1CCc1ccccn1	1	1.3	-0.1	3.1	4.1	96.6	-3.0	97.2	-5.9	4.5
3	O=C(NCC1CCCO1)c1onc(CSc2ccc(F)cc2)c1C(=O)O (centres undefined)	0.9	-2.4	0.1	2.9	1.5	100.0	3.2	97.4	10.1	5.9
4	CCCCN1C(=O)Nc2ccccc2S1(=O)=O	0.9	8.2	-0.3	5.1	24.9	78.7	7.6	95.3	2.2	6.2
5	Cc1c(N/C=C/C(=O)c2ccc(Cl)cc2)c(=O)n(-c2ccccc2)n1C	1	-9.2	-0.1	-20.8	5.3	95.7	-0.6	119.1	8.4	4.7
6	COc1cc(CSc2ncn[nH]2)c(OC)cc1CSc1ncn[nH]1	0.9	-7.2	-0.3	-7.2	5.5	95.9	4.9	106.5	2.1	6.6
7	CCn1nnc(NC(=O)COc2cc(C)ccc2C(C)C)n1	1	1.2	-0.3	8.9	2.1	101.2	3.9	91.9	-6.4	4.3
8	Cc1ccc2oc(=O)c3cnn(CC(=O)N(CCN(C)C)Cc4ccco4)c3c2c1	1.1	5.3	0.2	-1.5	-2.5	106.0	2.3	101.4	5.7	-6.2
9	Clc1ccc(-c2ccc(/C=N/Nc3nncc(-c4ccccc4)n3)o2)cc1	0.9	-2.6	-0.1	-6.9	-1.6	101.5	7.1	106.4	3.2	9.6
10	O=C(Nc1ccccn1)c1ccc(CN(c2ccccc2)S(=O)(=O)c2ccccc2)cc1	0.8	-1.2	-0.2	1.2	0.9	105.5	-0.1	97.0	-2.7	23.8
11	O=C(NCCC1=CCCCC1)c1ccc([N+](=O)[O-])cc1	1.1	-159.9	-0.3	-56.9	13.2	90.8	11.3	150.8*	-5.1	-6.8
12	O=C(Nc1ccccc1CC[N+](=O)[O-])N1CCN(c2ccccc2)CC1	1.1	-1.1	-0.3	1.3	-5.5	107.6	13.7	97.7	3.5	-5.3
13	Cc1ccccc1NCCNc1ccccc1C	1	0.9	-0.2	-1.8	17.6	89.4	2.2	101.6	1.9	3.3
14	O=C(NCCn1cc(SCc2ccc(F)cc2)c2ccccc21)c1c(F)cccc1F	0.9	8.4	-0.1	7.3	1.7	98.4	3.2	93.4	8.6	11.4
15	O=C(O)C(O)C(O)c1nc2ccccc2[nH]1 (centres undefined)	0.9	0.9	-0.3	-3.0	-1.3	105.1	3.2	99.7	-11.0	10.2
16	COc1ncnc2c1NC1=C(S2)C(=NCCC(=O)O)CC(C)(C)C1	0.5	-2.5	0.1	-0.2	14.3	89.9	20.4	100.2	-12.3	48.9
17	CC(=O)NC(CC(=O)OCC(=O)c1c(N)n(C)c(=O)n(C)c1=O)c1ccccc1 (centres undefined)	0.9	6.6	0.1	-6.2	4.6	101.9	10.1	104.4	4.8	7.1
18	COc1ccc(/C=C/C(=O)c2ccc(Cl)cc2)c(OC)c1	0.9	-58.0	0.1	-3.0	-16.4	117.4	8.6	102.7	12.9	6.1
19	Cc1ccnc(SCc2cc(=O)c(OC(=O)c3ccc(Cl)c([N+](=O)[O-])c3)co2)n1	0.9	6.5	-0.2	4.5	5.8	95.0	8.2	96.0	-12.0	10.0
20	COc1ccccc1C(CCNS(=O)(=O)c1ccc(C)cc1)c1ccco1 (centres undefined)	1	4.5	-0.1	2.4	-2.6	105.4	12.2	97.8	-7.4	0.2

Carrying on.
nr	compound	Diaphorase act	APP transl inh	Hsp70 activator	STAT1 inh	STAT3 inh	STAT3 activator	G6PDH counter	STAT1 activator	TLR4 MyD88 comp	Diaph inh CS
21	CC(=O)Nc1ccc(Nc2cc(-c3ccccc3)nc3ncnn23)cc1	0.9	-17.7	-0.2	-5.0	18.2	86.4	10.2	102.8	5.5	10.5
22	NNC(=O)c1nnn(-c2nonc2N)c1CN1CCc2ccccc2C1	0.8	-0.1	-0.4	-1.3	-8.5	109.0	14.5	100.5	-2.5	19.2
23	CCN(CC)S(=O)(=O)c1ccc(N2CCOCC2)c(NC(=O)Cc2ccccc2)c1	0.8	-0.5	-0.5	-2.0	-1.6	97.1	-4.1	101.8	-5.2	19.9
24	C=CCNCCCOc1ccc(Cl)cc1C(C)(C)C	0.9	0.5	-0.2	0.2	6.9	98.8	10.7	99.5	2.4	8.8
25	CC(C)Cc1ccc(/C=C/C(=O)NC2CC2)cc1	0.9	-62.7	0.3	-53.1	-6.7	109.3	4.6	146.9*	-2.6	9.4
26	O=C(Nc1ccccc1F)Nc1ccccc1OC(F)F	1	2.5	-0.5	6.0	19.6	87.4	7.4	92.0	5.1	0.8
27	CCOC(=O)c1sc(Nc2ccccc2)nc1C	0.9	-68.2	0.0	-31.7	-11.0	110.3	11.8	119.7	-4.3	11.0
28	CCN=c1scc(C)n1/N=C/c1cc(Br)c(O)c(Br)c1	0.8	-15.0	-0.2	-0.5	4.2	101.3	-4.7	100.1	-6.2	25.0
29	CCN(Cc1ccncc1)Cc1nc(-c2ccc(C(=O)OC)cc2)no1	1	4.2	-0.2	11.6	19.1	88.2	11.7	89.7	0.8	1.5
30	CC(C)(C)OC(=O)NCC12C=CC(O1)C1C(=O)N(Cc3ccccc3)C(=O)C12 (centres undefined)	0.9	21.4	0.2	0.5	1.8	99.7	0.8	93.1	10.1	7.9
31	C[C@@H]1CN(Cc2nc(-c3cccs3)no2)C[C@H](C)O1	1.1	6.3	-0.1	-7.5	1.6	101.6	3.3	105.0	10.8	-12.0
32	Cc1cccc(OCCCC(=O)Nc2ccccc2C(F)(F)F)c1	0.9	-9.7	-0.3	6.4	1.9	104.8	8.0	94.2	-6.4	5.1
33	Cc1ccc(C(=O)N/C(=C\c2cccs2)C(=O)NCCCn2ccnc2)cc1C	1	5.7	-0.1	-5.8	8.5	97.6	0.0	105.3	5.7	3.3
34	CC(=O)N1CCCc2cc(S(=O)(=O)N(CC(C)C)CC(C)C)ccc21	0.9	19.3	-0.2	1.2	1.2	104.5	8.5	99.4	0.9	6.5
35	Cc1cc(C)cc(OCCNC(=O)C(C)N2C(=O)c3ccccc3C2=O)c1 (centres undefined)	0.8	-10.3	-0.2	-2.8	15.4	88.7	0.2	101.6	-2.3	15.6
36	N=c1oc2ccccc2cc1C(=O)N/N=C/c1ccccc1	1.2	11.5	-0.2	-16.3	-8.0	107.4	6.1	114.6	10.2	-19.3
37	Nc1ccc(N2CCOCC2)c(S(=O)(=O)Nc2cc(Cl)ccc2Cl)c1	0.8	-14.7	0.0	5.4	2.4	98.5	2.5	95.5	-4.3	20.0
38	CCn1c(SCC(=O)Nc2ccc(C)cc2)nnc1-c1ccc(O)cc1	0.9	1.7	-0.2	12.3	17.0	88.8	5.2	88.6	-1.3	10.2
39	COc1ccc(OC)c(NC(=O)CN(C)S(=O)(=O)c2ccc3nc(C)sc3c2)c1	0.9	-0.3	-0.6	2.4	12.3	92.3	-2.7	97.8	-8.1	7.1
40	O=C(CC1C(=O)NCCN1Cc1c(F)cccc1Cl)NCCCn1ccnc1 (centres undefined)	1	-18.8	-0.3	-3.4	5.8	100.0	12.0	103.1	11.1	2.2

Other structures
nr	compound	Diaphorase act	APP transl inh	Hsp70 activator	STAT1 inh	STAT3 inh	STAT3 activator	G6PDH counter	STAT1 activator	TLR4 MyD88 comp	Diaph inh CS
41	COc1ccccc1CNC(=O)CSCc1cnn(-c2ccccc2)c1-n1cccc1	0.8	-11.5	0.0	9.1	0.7	106.1	1.4	91.6	6.4	22.6
42	C=C(C)CNC(=S)N/N=C/C1=CCC2CC1C2(C)C (centres undefined)	0.8	7.0	-0.5	1.1	-11.6	105.2	-2.5	99.0	-10.4	16.7
43	Cc1cc(C)cc(NC(=S)/C(=C(\[O-])c2ccc(Cl)cc2Cl)[n+]2ccccc2)c1	0.9	-1.5	-0.1	1.3	1.4	103.0	3.2	98.7	2.5	11.4
44	O=C(NCCSCc1ccco1)c1ccc(CN2CCOCC2)cc1	1	6.8	-0.3	-10.8	-4.8	103.9	0.6	106.9	2.0	2.4
45	Cc1ccc(Cn2c(/C=C/c3ccco3)nc3ccccc32)cc1	0.9	-36.8	-0.3	2.7	-7.4	105.9	-12.4	97.5	7.7	8.9
46	CSc1nc(-c2ccccc2)nn1C(=O)c1ccco1	1	-5.5	-0.1	-4.0	11.4	93.0	1.1	103.7	7.5	4.5
47	COc1ccc(N2CCN(Cc3cc(OC)c(O)c([N+](=O)[O-])c3)CC2)cc1	0.8	-2.3	-0.5	4.1	1.6	97.9	-0.6	96.3	0.0	18.6
48	CC(NC(=O)Nc1ccccc1)C(c1cccs1)N1CCN(c2ccccc2)CC1 (centres undefined)	0.8	0.0	-0.3	13.0	.	.	10.3	87.0	-0.1	20.2
49	O=C(COC(=O)[C@H](Cc1ccccc1)N1C(=O)c2ccccc2C1=O)Nc1ccc2c(c1)OCO2	0.8	0.2	-0.1	1.5	4.7	96.2	0.3	98.7	-1.5	21.4
50	CCOc1cc(C)nc(Oc2ccc(=O)[nH]n2)n1	1.1	5.5	0.0	0.5	-9.1	109.8	10.1	99.5	15.2	-7.0
51	CCCC(NCC(O)COc1ccc(-c2ccccc2)cc1)c1ccccc1 (centres undefined)	1.1	14.0	-0.2	-3.6	-5.9	112.1	-8.1	103.0	2.1	-11.8
52	O=c1c2ccccc2nc(SCc2nnc(-c3ccccc3Br)o2)n1Cc1ccco1	0.8	-6.2	-0.3	2.2	11.6	96.6	-2.5	98.0	14.8	15.2
53	Cc1cc(Nc2cccc(C)c2C)n2nc(C)nc2n1	1.1	-4.7	-0.1	0.6	10.7	90.7	7.5	99.5	8.1	-12.6
54	CC(C)NC(=O)c1cc2ccccc2o1	1	-10.9	0.5	-7.0	-2.7	104.6	1.3	106.4	-6.9	-3.0
55	Cc1noc(C)c1S(=O)(=O)N1CCC(C(=O)N2CCN(c3ccccc3Cl)CC2)CC1	0.8	-12.2	-0.3	5.8	1.7	99.6	12.4	96.4	4.3	19.2
56	CCN(CC(=O)Nc1ccc(C(C)=O)cc1)CC(=O)Nc1ccccc1C(F)(F)F	0.9	0.3	-0.1	3.4	7.8	97.5	-0.5	95.4	-9.0	8.2
57	O=S(=O)(c1ccc(F)cc1)N1CCn2c(nc3ccccc32)C1	0.8	-2.0	-0.3	-5.5	13.6	92.8	1.9	105.0	-5.6	21.2
58	COc1ccc(-c2cc(C)nc(SCc3cccc(C(=O)O)c3)n2)cc1	0.9	-5.7	-0.4	6.8	21.5	83.3	-7.2	93.9	-4.4	10.7
59	O=[N+]([O-])c1ccc2nnn(O)c2c1	0.9	14.4	-0.6	0.6	6.9	97.2	-2.1	99.5	-0.1	14.0

From PubChem
